# aSyn rescue: qHTS of alpha-syn Inhibitors | Yeast expressing alpha-synuclein, growth rescue, BacTiter-Glo, 24 h | Potency, µM (doses to about 46.1 µM), for the others: at the highest dose growth rescue (activation), usual class: activators | 0.14% of 370,000 active; also: potency is read from the fitted curve at half-maximal effect; % of control where 0% means no effect; nearly all actives have a fitted effect of over 65% in size
#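 Readout is rescue of growth in alpha-synuclein-expressing yeast, so inhibitors of toxicity appear as activators. Growth after 24 hr at 30 deg C in galactose medium is quantified by luminescence.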
# D3 ag: qHTS of D3 Dopamine Receptor Agonist: qHTS. 0.58% of 410,000 active. D3R DiscoveRx beta-arrestin cells, luminescence, 90 min. AID 652048, 2013. max activation, %. D(3) dopamine receptor (Homo sapiens), P35462; in the data active = max activation above about 30%; also: 0% is about no effect; mostly tested at two doses, the higher about 12 µM
# Target sequence (P35462 whole entry, looked up): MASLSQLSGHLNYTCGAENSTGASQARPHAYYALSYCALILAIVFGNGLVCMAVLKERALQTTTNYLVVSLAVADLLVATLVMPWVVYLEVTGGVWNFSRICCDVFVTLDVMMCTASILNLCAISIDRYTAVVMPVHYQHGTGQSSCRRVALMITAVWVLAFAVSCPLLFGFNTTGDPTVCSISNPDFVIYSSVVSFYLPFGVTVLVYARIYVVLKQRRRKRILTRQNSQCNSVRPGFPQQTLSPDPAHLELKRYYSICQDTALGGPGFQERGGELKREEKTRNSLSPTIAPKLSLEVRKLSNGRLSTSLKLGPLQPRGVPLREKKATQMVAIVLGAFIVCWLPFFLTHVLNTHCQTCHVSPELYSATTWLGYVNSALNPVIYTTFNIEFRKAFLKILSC
#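 Agonist mode: compounds and dopamine controls were applied to plated cells for 90 min at 37 degrees C after an overnight attachment at 1500 cells/well. Luminescent read-out followed 30 - 60 minutes at room temperature with DiscoveRx detection reagent.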
# EPAC2 antag: qHTS for Antagonist of cAMP-regulated guanine nucleotide exchange factor 2 (EPAC2): primary screen. Rap guanine nucleotide exchange factor 4 (Homo sapiens), Q8WZA2. EPAC2 GEF exchange of Rap1B-BODIPY-GDP, fluorescence. Potency, µM (top dose mostly 114 µM), for inactives: top-dose activity, negative = inhibition, actives largely listed as inhibitors. 0.18% of 360,000 active; also: potency is read from the fitted curve at half-maximal effect; % is scaled to controls: 0 for no effect and ±100 for the full control effect; nearly all actives have a fitted effect of over 45% in size; many of its hits are not listed in these tables
# D3 antag: qHTS of D3 Dopamine Receptor Antagonist: qHTS. D(3) dopamine receptor (Homo sapiens), P35462. D3R cells, DiscoveRx beta-arrestin luminescence, antagonist mode; hits give low values. max response, negative = inhibition, %. 2.5% of 360,000 active; in the data active = max response below about -50%; inconclusive = no clear call, values can overlap the other calls; also: % is scaled to controls: 0 for no effect and ±100 for the full control effect; mostly tested at two doses, the higher about 12 µM
#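 Cells expressing the human receptor were seeded at 1500 cells/well, incubated overnight at 37 degrees C in 5% CO2, then exposed to library compounds with dopamine controls for 90 minutes at 37 degrees C before luminescent detection.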
# Abeta rescue: qHTS for compounds that reverse cellular toxicity of Amyloid beta (A-beta) peptide in yeast: Primary Screen; Potency, µM (top dose mostly 46.1 µM), for inactives: at the highest dose growth rescue, most hits filed as activators; yeast expressing A-beta42, growth rescue, OD600, 48 h; response scale: 0% DMSO, 100% iron-clioquinol control; 0.063% of 410,000 active; AID 1347071, 2019; also: potency is read from the fitted curve at half-maximal effect; nearly all actives have a fitted effect of over 55% in size
#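 Yeast A-beta toxicity model in growth medium with pinned compounds, 48 h at 30 C; growth read as absorbance at 600 nm. Normalized to FeCl3/clioquinol equimolar mix (positive) and DMSO (negative).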
# FUS yeast rescue: qHTS for Suppressors of FUS Proteinopathy: Primary screen using FUS-linked yeast assay. S. cerevisiae FUS-expressing, growth rescue, OD600, 24 h. Potency, µM (titrated, usually from 76.6 µM), for the others: top-dose growth rescue (activation), usual class: activators. 0.24% of 390,000 active;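 also: potency is read from the fitted curve at half-maximal effect; plate controls were DMSO vehicle for no effect and reference control for full effect; nearly all actives have a fitted effect of over 55% in size; some results filed as inactive show a strong effect at the top dose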
#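 Yeast FUS proteinopathy model; galactose-induced FUS (2%), starting OD 0.005. Cpds in dilution series, 24hr, 30C, 99% humidity. Abs 600 nm growth. Pos ctrl CP55940 (top 92uM final); neg ctrl DMSO.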
# EPAC2 agonist: qHTS for Agonist of cAMP-regulated guanine nucleotide exchange factor 4 (EPAC2): primary screen. EPAC2 activation, biochemical qHTS; response scale: 100% = 6.5 mM cAMP response. AID 720711, 2013. Potency, µM (doses to about 154 µM), for inactives: at the top dose activation, usual class: activators. 0.079% of 360,000 active; also: potency is read from the fitted curve at half-maximal effect; nearly all actives have a fitted effect of over 50% in size
#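 Compounds were titrated in qHTS against a Rap1B-BODIPY-GDP (250 nM) complex with EPAC2 (100 nM) and GDP (50 uM). BODIPY-GDP release tracked at 480/540 nm over 30 min at room temperature, normalized to 6.5 mM cAMP.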
# TDP-43 yeast inh: qHTS of TDP-43 Inhibitors. TDP-43 expressing yeast growth rescue, BacTiter-Glo, 24 h. Potency, µM (highest dose often 46.1 µM), for inactives: top-dose growth rescue (activation), most hits filed as activators. 1.8% of 410,000 active; also: potency is read from the fitted curve at half-maximal effect; % of control where 0% means no effect; nearly all actives have a fitted effect of over 50% in size
#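 Galactose-induced TDP-43 yeast, OD600=0.02, compound pinned; 24 hr, 30 deg C; BacTiter-Glo luminescence for growth. Inhibitors of TDP-43 toxicity read as activators.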
# Starred values were filed as active, the others as inactive; ? = inconclusive; / = not tested or not shown; & = joins results of further samples; [ ] = dose if it differs, or a comment. Unless noted, calls follow the shape of the dose curve; as a rule, active = well fitted curve in the direction sought with a large enough effect; inconclusive = small, poorly fitted or top-dose-only effect, or another doubt; inactive = no such curve, though single readings can be large; an effect the other way counts as inactive or inconclusive. An excerpt. The share of hits here may be higher or lower than overall.
# The first eleven entries, to show the layout:
# Sequence of screens – aSyn rescue	D3 ag	EPAC2 antag	D3 antag	Abeta rescue	FUS yeast rescue	EPAC2 agonist	TDP-43 yeast inh
Cc1ccc(CNC(=O)Cn2c(=O)n(Cc3ccc(F)cc3)c(=O)c3sc4ccccc4c32)cc1
  /	-4	/	/	-6%	-31%	/	-4%
CC1(C(=O)NS(=O)(=O)c2cccc(Cl)c2)CCN1C(=O)C/C=C/c1ccccc1 (stereo not given)
  10%	0	-7%	0	-3%	-9%	-2%	1%
CN(C)CCNC(=O)/C(=C/c1ccc(-c2ccc(Cl)cc2Cl)o1)NC(=O)c1ccccc1
  -22%	4	-3%	-14	-23%	/	-11%	-4%
COC(=O)c1ccc(C(=O)OC)c(NC(=O)Cc2cccs2)c1
  ?	-7	-19%	-11	10%	1%	-7%	2%
O=C(CSc1nnc(-c2ccccc2)c2ccccc12)NCCN1C(=O)CSC1=O
  9%	22	-3%	16	4%	6%	14%	3%
CCCCC(=O)Nc1ccc(NCc2ccc(C)s2)cc1
  7%	4	-3%	19	-14%	-1%	4%	20%
COc1ccccc1/C=N/NC(=O)c1ccc(Cn2nc([N+](=O)[O-])cc2C)cc1
  -7%	5	5%	1	5%	/	4%	12%
CC1CCc2[nH]c3ccc(C(=O)NCCCOC(C)C)cc3c2C1 (stereo not given)
  3%	-1	-5%	0	-4%	12%	9%	10%
CCN(CC)C(=O)CSc1nc2[nH]ncc2c(=O)[nH]1
  1%	10	1%	19	6%	-19%	5%	23%
CCc1cccc(NC(=O)CCS(=O)(=O)c2ccc3nc(C)sc3c2)c1
  /	9	/	/	-11%	-2%	/	25%
COc1ccc(NC(=O)Nc2ccc3c(c2)C(=O)N([C@H](C)CO)C[C@H](C)[C@@H](CN(C)Cc2ccc(Cl)c(Cl)c2)OCCCC[C@@H](C)O3)cc1
  -2%	5	-14%	2	-4%	?	6%	6%

# Results (from the top)
# Sequence of screens – aSyn rescue	D3 ag	EPAC2 antag	D3 antag	Abeta rescue	FUS yeast rescue	EPAC2 agonist	TDP-43 yeast inh
Cc1ccc(CNC(=O)Cn2c(=O)n(Cc3ccc(F)cc3)c(=O)c3sc4ccccc4c32)cc1
  /	-4	/	/	-6%	-31%	/	-4%
CC1(C(=O)NS(=O)(=O)c2cccc(Cl)c2)CCN1C(=O)C/C=C/c1ccccc1 (stereo not given)
  10%	0	-7%	0	-3%	-9%	-2%	1%
CN(C)CCNC(=O)/C(=C/c1ccc(-c2ccc(Cl)cc2Cl)o1)NC(=O)c1ccccc1
  -22%	4	-3%	-14	-23%	/	-11%	-4%
COC(=O)c1ccc(C(=O)OC)c(NC(=O)Cc2cccs2)c1
  ?	-7	-19%	-11	10%	1%	-7%	2%
O=C(CSc1nnc(-c2ccccc2)c2ccccc12)NCCN1C(=O)CSC1=O
  9%	22	-3%	16	4%	6%	14%	3%
CCCCC(=O)Nc1ccc(NCc2ccc(C)s2)cc1
  7%	4	-3%	19	-14%	-1%	4%	20%
COc1ccccc1/C=N/NC(=O)c1ccc(Cn2nc([N+](=O)[O-])cc2C)cc1
  -7%	5	5%	1	5%	/	4%	12%
CC1CCc2[nH]c3ccc(C(=O)NCCCOC(C)C)cc3c2C1 (stereo not given)
  3%	-1	-5%	0	-4%	12%	9%	10%
CCN(CC)C(=O)CSc1nc2[nH]ncc2c(=O)[nH]1
  1%	10	1%	19	6%	-19%	5%	23%
CCc1cccc(NC(=O)CCS(=O)(=O)c2ccc3nc(C)sc3c2)c1
  /	9	/	/	-11%	-2%	/	25%
COc1ccc(NC(=O)Nc2ccc3c(c2)C(=O)N([C@H](C)CO)C[C@H](C)[C@@H](CN(C)Cc2ccc(Cl)c(Cl)c2)OCCCC[C@@H](C)O3)cc1
  -2%	5	-14%	2	-4%	?	6%	6%
CCN(CC(=O)Nc1ccccc1OC)C(=O)CN1C(=O)NC(C)(c2ccc3ccccc3c2)C1=O (stereo not given)
  -1%	1	3%	14	-11%	35%	9%	8%
NS(=O)(=O)c1ccc(C(=O)Nc2ccc(-c3nc4cccnc4s3)cc2)cc1
  -6%	-2	10%	-9	-7%	-21%	14%	-9%
Cc1cccc(NC(=O)COC(=O)c2ccc3c(c2)OCO3)c1C
  -5%	4	0%	-2	11%	-44%	7%	2%
CCCCOCC1CC(CC#CCN2CCCCC2)C(=O)O1 (stereo not given)
  2%	-11	-15%	3	7%	2%	6%	-9%
Cc1cc(C)cc(OCC(=O)Nc2cccc(-c3nc4ncccc4o3)c2)c1
  0%	4	-3%	0	7%	-4%	3%	25%
CC(C)Oc1ccc(S(=O)(=O)N2CCOCC2)cc1NC(=O)c1ccc(N2CCCC2=O)cc1
  0%	6	-2%	9	12%	?	5%	0%
Cc1cccc(-c2nnc3sc(-c4ccccc4C)nn23)c1
  0%	7	-6%	12	-10%	35%	14%	?
Nc1ncnc(Oc2ccccc2F)c1[N+](=O)[O-]
  2%	11	2%	4	12%	8%	5%	-11%[0.397 µM]
CCN(CC)CCCC(C)Nc1nccc2c(Cl)cccc12 (stereo not given)
  -4%	-18	8%	-27	-16%	16%	3%	0%
N#Cc1cccc(Nc2c3c(nc4ccccc24)CCC3)c1
  2%	5	-14%	12	3%	8%	-1%	6%
Cc1sc2ncn(-c3ccccc3)c(=O)c2c1C
  25%	1	-4%	-11	-3%	-8%	11%	-14%
CCCCCCCCCc1nc2sc3c(c2c(=O)n1NC(=O)c1ccccc1[N+](=O)[O-])CC(C)(C)OC3
  -2%	20	-23%	5	2%	22%	-9%	6%
Nc1ccccc1SCC(=O)Nc1cccc2ccccc12
  1%	6	4%	-4	14%	23%	3%	/
Cc1cc(C)cc(-n2ccn(CC(=O)Nc3ccccc3F)c(=O)c2=O)c1
  /	7	/	/	2%	-2%	/	9%
NC(=O)COc1ccc(/C=C2\C(=O)ON=C2c2ccccc2)cc1
  16µM*	-3	3%	-12	-19%	/	3%	22µM*
COP(=O)(OC)c1nc(-c2ccc(C)cc2)oc1N1CCCCC1
  -5%	2	-6%	11	2%	-9%	5%	14%
Cc1cc2oc(=O)cc(CSc3nc(N)cc(N)n3)c2cc1C(C)C
  0%	2	-7%	-10	-5%	37%	21%	-1%
COc1ccc(NC(=O)COCC(=O)Nc2ccc(C)cc2)cc1
  -6%	2	-4%	0	-4%	3%	3%	13%
COc1cccc(/C=N/NC(=O)CNC(=O)c2ccncc2)c1O
  -8%	-1	-8%	23	-2%	-11%	11%	17%
COc1ccc(-c2oc3ncn4nc(-c5ccc(Cl)cc5)nc4c3c2-c2ccc(OC)cc2)cc1
  -12%	-9	/	/	-16%	-14%	/	-9%
CC(=O)c1ccc(NC(=O)CN(C)S(=O)(=O)c2cnc[nH]2)cc1
  /	-6	/	/	-16%	-8%	/	18%
COc1ccc(CCNC(=O)c2cccnc2)cc1OC
  -2%	12	7%	22	18%	2%	-2%	-11%
O=P(OCC1CC1)(c1ccccc1)c1ccccc1
  -1%	5	1%	21	-1%	-6%	0%	-6%
Cc1ccc([N+](=O)[O-])cc1NC1CC(O)C(CO)O1 (stereo not given)
  5%	-1	0%	-2	18%	-21%	3%	18%
CCC1(C)CC(c2csc(N)n2)CCO1 (stereo not given)
  18%	-5	3%	25	21%	-5%	8%	4%
COc1cc(OC)cc(C(=O)OCC(=O)NCc2ccco2)c1
  -7%	2	6%	-9	5%	1%	12%	10%
CCOc1cccc(=O)c2c(C)n(C)c(C)c12
  0%	-26	-12%	-9	-10%	?	7%	-30%
NCC1CCC(C(=O)Oc2ccc(CCC(=O)O)cc2)CC1 (stereo not given)
  2%	1&3	13%	29	-7%	-5%	3%	7%
N#C/C(=C\c1cc(Br)ccc1F)C(=O)NC1CC1
  13%	4	5%	11	?	18%	10%	-86%[inhibitor]
O=C(COC(=O)c1cccnc1Nc1ccccc1F)NCCN1C(=O)CSC1=O
  -1%	-2	-11%	-57*	-19%	-1%	6%	3%
O=C(O)c1ccccc1NCN1C(=O)C2CC=C(Cl)CC2C1=O (stereo not given)
  -6%	-5	18%[57.1 µM]	-14	-8%	21%	8%	-12%
CCCCCNCC(=O)Nc1cccc(C(=O)Nc2cccc(C(F)(F)F)c2)c1
  -18%	-17	-16%	-23	-1%	33%	-2%	5%[9.22 µM]
C/C(=N\OC(=O)Nc1ccccc1)c1ccc(C)cc1
  -19%	-1	-8%	8	-1%	-5%	12%	?
COc1ccccc1NC(=O)CN1CCN(CC(=O)Nc2ccc3c(c2)OCO3)CC1
  2%	-1	-4%	-21	0%	0%	-6%	11%
COc1ccc2nc(N3CCN(C(=O)c4ccc5ncsc5c4)CC3)sc2c1
  -4%	-1	9%	7	-4%	14%	-2%	0%
CSc1ccc(-c2nc(O)c3cnccn23)cc1
  2%	3	0%	13	25%	10%	6%	-7%[0.397 µM]
CN(CC(=O)Nc1cccc(F)c1)C(=O)c1cccnc1Sc1ccccc1
  0%	0	6%	8	-7%	10%	0%	20%
CCOc1cc(CNCC2CCCN2CC)cc(Cl)c1OC (stereo not given)
  -9%	-3	6%	-6	-4%	-22%	6%	8%
O=C(NCc1cccc(C(F)(F)F)c1)C1CCCN(c2ncccn2)C1 (stereo not given)
  -1%	16	-4%	5	-11%	32%	7%	-13%
CC(=O)N1CCCc2cc(S(=O)(=O)N3CCCC(C(=O)N4CCN(c5cccc(Cl)c5)CC4)C3)ccc21 (stereo not given)
  13%	10&6	4%	42	5%&-2%	?	11%	14%&12%
CC(=O)Nc1ccc(-c2ccnc3c2CC(C(=O)Nc2cccc(OC(F)(F)F)c2)O3)cc1 (stereo not given)
  12%	-2	-4%	0	-11%	32%	5%	20%
